Bioassay records as filed in PubChem.
TEAD-YAP inh: TEAD-YAP interaction inhibition, primary screen, TEAD-YAP interaction inhibitor project, luminescence, HEK-TIYL cells | TEAD-Gal4/YAP UAS-luciferase luminescence | inhibition, % at 9.12 µM | 640,000 tested, 1.4% active | AID 1259422, 2018; in the data active = inhibition above about 32%;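 also: 0% = median of test compound wells and 100% = reference inhibitor wells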
FBW7 activator: FBW7 E3 ligase activators, primary screen, biochemical, AlphaScreen, human. F-box/WD repeat-containing protein 7 (Homo sapiens), Q969H0. AlphaScreen FBW7–phospho-cyclin E peptide binding, activator screen. normalized activity (activation), % at 26.1 µM. 650,000 tested, 0.13% active; in the data active = normalized activity above about 1.9%;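 also: purified mutant Fbw7 with reduced substrate affinity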
Target sequence (Q969H0 whole entry, looked up): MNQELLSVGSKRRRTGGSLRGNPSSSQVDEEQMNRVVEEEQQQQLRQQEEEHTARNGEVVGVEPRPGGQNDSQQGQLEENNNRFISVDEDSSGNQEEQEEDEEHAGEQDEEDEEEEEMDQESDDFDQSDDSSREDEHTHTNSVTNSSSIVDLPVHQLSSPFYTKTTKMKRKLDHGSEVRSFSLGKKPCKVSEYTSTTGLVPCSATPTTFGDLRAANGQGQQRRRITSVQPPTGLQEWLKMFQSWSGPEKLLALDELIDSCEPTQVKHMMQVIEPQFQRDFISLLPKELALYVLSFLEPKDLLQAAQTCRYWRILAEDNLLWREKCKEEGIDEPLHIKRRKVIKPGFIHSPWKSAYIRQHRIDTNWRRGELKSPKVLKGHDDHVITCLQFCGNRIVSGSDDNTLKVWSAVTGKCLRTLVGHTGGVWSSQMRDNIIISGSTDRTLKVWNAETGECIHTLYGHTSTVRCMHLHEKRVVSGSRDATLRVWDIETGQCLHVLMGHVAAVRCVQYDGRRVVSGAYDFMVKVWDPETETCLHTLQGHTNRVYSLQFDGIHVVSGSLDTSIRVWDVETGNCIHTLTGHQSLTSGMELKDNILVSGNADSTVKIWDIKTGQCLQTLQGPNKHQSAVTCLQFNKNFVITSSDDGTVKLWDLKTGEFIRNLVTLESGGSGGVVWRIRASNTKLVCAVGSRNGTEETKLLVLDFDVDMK
GPR151 activ: activators of human GPR151, primary screen, cell-based, PathHunter beta-arrestin, luminescence | G-protein coupled receptor 151 (Homo sapiens), Q8TDV0 | PathHunter beta-arrestin GPR151 cells | activation, % at 11.2 µM | 650,000 tested, 1% active; in the data active = activation above about 4.9%;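 also: 0% = median of compound wells and 100% = cells with positive control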
MITF primary: MITF inhibitors, primary screen, biochemical, AlphaScreen, human. Microphthalmia-associated transcription factor (Homo sapiens), O75030. AlphaScreen MITF homodimerization, bead proximity signal. inhibition, % at 2.6 µM. 650,000 tested, 0.91% active; in the data active = inhibition above about 50%;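 also: 0% = vehicle wells with protein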
Active calls of the source: *.

mol | TEAD-YAP inh | FBW7 activator | GPR151 activ | MITF primary
Cc1cc(Nc2ccc(Cl)c(C(=O)O)c2)n2ncnc2n1 | 3 | 0.0 | 0.1 | 5
CC(C)N(CCNc1nc(N2CCCC2CO)nc2c1ncn2C(C)C)C(C)C (stereo not given) | 16 | 0.6 | -0.6 | 3
O=c1[nH]c2ncc(-c3cccc4ccccc34)nc2n1CCCO | -4 | -0.4 | -0.7 | 7
CCN(CC)c1ccc(N2C(=O)NC(=O)/C(=C\c3ccc(OC)cc3OC)C2=O)cc1 | 0 | 0.5 | -1.4 | 17
COC(=O)c1ccccc1NC(=O)c1ccc(NC(=O)CSCc2ccccc2)cc1 | 1 | 0.1 | 3.7 | 15
O=C(COC(=O)c1cccc(N2C(=O)c3cccc([N+](=O)[O-])c3C2=O)c1)c1ccccc1 | -45 | 0.2 | -1.0 | 1
CC1(C)CC(=O)C2=C(C1)N(c1ncn[nH]1)C(N)=C(C#N)C2c1ccc2c(c1)OCO2 (stereo not given) | 3 | 0.0 | -0.3 | -7
CCC1=C(C)/C(=C\c2[nH]c(C)c(CC)c2C)N=C1C | -7 | -0.5 | -0.8 | 25
CC(C(=O)NC1CC2CCC1C2)N(c1ccc(Cl)cc1)S(C)(=O)=O (stereo not given) | -6 | -0.2 | 0.5 | 10
O=C(CCc1ccccc1)Nc1nn2c(-c3ccccc3)nnc2s1 | 6 | 0.7 | 0.3 | 2

3 compounds from above, ordered by heavy-atom count, smallest number first.
mol | TEAD-YAP inh | FBW7 activator | GPR151 activ | MITF primary
O=c1[nH]c2ncc(-c3cccc4ccccc34)nc2n1CCCO | -4 | -0.4 | -0.7 | 7
CC(C)N(CCNc1nc(N2CCCC2CO)nc2c1ncn2C(C)C)C(C)C (stereo not given) | 16 | 0.6 | -0.6 | 3
CCN(CC)c1ccc(N2C(=O)NC(=O)/C(=C\c3ccc(OC)cc3OC)C2=O)cc1 | 0 | 0.5 | -1.4 | 17

Further results:
mol | TEAD-YAP inh | FBW7 activator | GPR151 activ | MITF primary
COc1ccc(S(=O)(=O)N2CCN(C(=O)Cc3cccs3)CC2)cc1 | -8 | -0.1 | 0.5 | 13
COc1cccc(NC(=O)C(=O)Nc2ccc3nc4n(c(=O)c3c2)CCCCC4)c1 | -3 | 0.1 | -0.4 | -5
CCOc1ccc(NC(=O)c2c(O)c3c([nH]c2=O)CCCC3)cc1 | 12 | 0.1 | 0.5 | -8
O=C(Cn1sc2ccccc2c1=O)N1CCOCC1 | -27 | 0.1 | -0.4 | 9
CC(=O)NCCn1c(=S)[nH]c2ccccc2c1=O | 6 | 0.2 | 4.4 | 2
COc1ccc(CNC(=O)c2cc(=O)[nH]c3c2c(C)nn3-c2ccccc2)cc1 | -2 | 0.5 | 0.6 | 7
CSc1ncccc1C(=O)Nc1cccc(Cl)c1C | -8 | 0.7 | 0.2 | -12
CCN(CC)C(=O)c1sc2nc(C)nc(N3CCOCC3)c2c1C | 0 | 0.2 | -1.3 | 11
CC(C)c1cc(Br)ccc1OCCCON1C(=O)CCC1=O | -2 | 0.1 | -0.4 | -1
COc1ccc(CNC(=O)c2c(-c3ccccc3)noc2C)cc1 | 5 | -0.2 | -0.2 | 1
Clc1ccc(Nc2nc(-c3ccccc3)c3cc(Br)ccc3n2)cc1 | -4 | 0.0 | 1.3 | -12
COC(=O)Cn1c(-c2ccccc2F)nc2ccccc2c1=O | -1 | -0.1 | -1.5 | 9
CCS(=O)(=O)c1ccc(O)c(NS(=O)(=O)c2cc(C(=O)O)ccc2Cl)c1 | -6 | 0.1 | 0.4 | -5
Cc1ccc(-n2c(SCC(=O)Nc3nnc(C)s3)nnc2-c2ccoc2C)cc1 | 2 | 0.0 | -0.6 | -5
COc1ccc(CN2CCNC(=O)C2CC(=O)O)c(OC)c1 (stereo not given) | -6 | 0.3 | 0.2 | 12
OC(c1ccc(-c2ccccc2)[nH]1)C(F)(F)F (stereo not given) | -10 | -0.1 | -0.4 | 9
Cc1ccc(Cl)c2sc(NC(=O)c3ccc(F)cc3)nc12 | 1 | 0.1 | 1.4 | -6
Cc1ccccc1CNC(=O)Cc1cccs1 | -28 | -0.1 | 0.0 | -1
CNC(=O)CNC(=O)C1O[C@@H]2OC(C)(C)O[C@@H]2[C@H]2OC(C)(C)O[C@@H]12 (stereo not given in full) | -2 | 0.2 | 1.0 | -8
O=C(Cc1ccsc1)OCc1cc([N+](=O)[O-])cc2c1OCOC2 | 8 | -0.1 | 1.4 | -12
COC(=O)C1=C(N)Oc2cc(C)oc(=O)c2C1c1cccc(Cl)c1 (stereo not given) | -3 | 0.1 | -1.9 | 24
COc1ccc(C2(c3ccc(Cl)cc3)CCCCC2)cc1 | -7 | 0.1 | 0.5 | 9
CC1=CN2C(=N)/C(=C/c3ccc(SCc4ccco4)o3)C(=O)N=C2S1 | -53 | -0.3 | 0.3 | 22
O=C1CC(c2ccco2)Sc2nc(-c3ccc(F)cc3)nn21 (stereo not given) | -2 | 0.1 | -1.8 | -13
O=C(CSc1nnc(NCc2ccccc2)s1)NC1CCCCCC1 | 3 | -0.1 | -0.9 | -8
CCOc1ncccc1C(=O)Nc1ccc(F)cc1F | -8 | 0.0 | -0.5 | -13
CC(C)(C)Nc1nc(-c2ccccc2O)nc2ccccc12 | -1 | -0.1 | 1.3 | 3
CCOC(=O)C1CCN(C(=O)C2CCN(S(=O)(=O)CC)CC2)CC1 | -9 | 0.1 | 4.9 | -6
O=C(CSc1ccc(C(F)(F)F)cc1[N+](=O)[O-])NCCOc1ccccc1Cl | -1 | 0.0 | 0.4 | -6
CCCN1C(=O)/C(=C/c2c(N3CCCCC3)nc3ccc(C)cn3c2=O)SC1=S | 13 | -0.2 | 0.8 | -2

Pulled by compound from the entries so far (three):
mol | TEAD-YAP inh | FBW7 activator | GPR151 activ | MITF primary
O=C(Cn1sc2ccccc2c1=O)N1CCOCC1 | -27 | 0.1 | -0.4 | 9
CCOC(=O)C1CCN(C(=O)C2CCN(S(=O)(=O)CC)CC2)CC1 | -9 | 0.1 | 4.9 | -6
CC(C)(C)Nc1nc(-c2ccccc2O)nc2ccccc12 | -1 | -0.1 | 1.3 | 3

(more compounds)
mol | TEAD-YAP inh | FBW7 activator | GPR151 activ | MITF primary
CC1CCN(c2ncnc3c2c(-c2ccccc2)cn3-c2ccccc2)CC1 | -1 | 0.0 | -1.5 | -10
C/C(=N\NC(=O)COc1cccc(C(F)(F)F)c1)C1CC1 | 2 | 0.1 | 0.6 | 16
CC(=O)Nc1cccc(Cl)c1C(=O)O | -32 | 0.0 | -2.5 | -13
CCCNC(=O)c1c(C)[nH]c(C(C)=O)c1C | 2 | 0.0 | 0.0 | 4
CC(C(=O)N1CCCC1)n1sc2ccccc2c1=O (stereo not given) | 4 | -0.3 | 0.2 | 10
COC(=O)[C@@H]1CCCN1C(=O)CCC1(Cc2cccc3ccccc23)CCC(=O)N1 (stereo not given in full) | -7 | 0.1 | -0.5 | 20
O=C1CCCC/C1=C/Nc1cccc(F)c1 | 0 | -0.6 | -1.5 | -14
COc1cc([N+](=O)[O-])ccc1NC(=O)c1ccc(C)cc1C | -4 | 0.2 | 0.3 | 14
CC(C)(C)NC(=O)CSc1nc2ccccc2s1 | 2 | -0.1 | -0.6 | 6
CC(C)Sc1nc2ccc(N)cc2[nH]1 | -10 | 0.1 | -0.2 | 5

Continued:
compound | TEAD-YAP inh | FBW7 activator | GPR151 activ | MITF primary
O=C(NC(N1CCCCC1)C(Cl)(Cl)Cl)c1cc([N+](=O)[O-])cc([N+](=O)[O-])c1 (stereo not given) | 10 | -0.3 | 0.4 | -2
CCOC(=O)c1nn(-c2ccccc2)c(=O)c2c(NC(=O)CC(C)(C)C)scc12 | -3 | 0.8 | -0.9 | 3
COC(=O)c1ccc(C(=O)Nc2sc3c(c2C#N)CCCCC3)cc1 | -11 | -0.8 | -0.6 | -3
CCN(CC)CCN1CCN(c2ccnc3c(-c4cccc(F)c4)cnn23)CC1 | -65 | -0.2 | 1.0 | 7
COc1ccc(C(=O)N2CCC(n3nccc3NC(=O)C3CC3)CC2)c(OC)c1OC | -3 | 0.0 | -0.1 | 3
CCn1ccnc1C(O)c1cc(OC)ccc1OC (stereo not given) | -3 | 0.7 | -1.1 | 0
O=C(CN1CCN(c2ccccn2)CC1)NCCc1ccccc1 | -7 | 0.2 | -0.6 | 15
N#Cc1cc2cc3c(cc2nc1N1CCC(O)CC1)OCO3 | 2 | 0.2 | -1.2 | 9
CC(C)COC(=O)n1c(=O)oc2cc(S(=O)(=O)N3CCCCC3)ccc21 | -4 | 0.1 | -0.3 | 13
COc1ccc(CCNc2cc(Nc3ccccc3)ncn2)cc1 | 2 | -0.1 | 0.8 | 6
COc1ccccc1N(CC(=O)NCc1cccnc1)S(=O)(=O)c1ccc(C)cc1 | 2 | -0.1 | -0.3 | 6
COCc1ccc(C(=O)NCc2c(C)ncc3c2CCN(C(=O)CC2CCCCC2)C3)o1 | -10 | 0.0 | -1.0 | 4
Cc1ccc(C(C)C)c(OCCN2C(=O)NC(C)(C)C2=O)c1 | -1 | 1.1 | -0.7 | 6
CCc1ccc(N2C(=O)NC3CC2(C)Oc2ccccc23)cc1 (stereo not given) | 6 | -0.1 | 0.6 | 1
CCCC(=O)Nc1cc(C)c(NC(=O)c2cccc(OC)c2)cn1 | 6 | 0.3 | 0.2 | 15
COc1ccccc1-c1c(C)nn2c(N3CCN(c4ccccn4)CC3)cc(C)nc12 | 0 | 0.0 | 1.9 | -5
COc1ccccc1-c1nnc(SC(C)C(=O)O)n1Cc1ccccc1 (stereo not given) | 4 | -0.1 | -0.4 | 6
CCCOC(=O)C1=C(C)NC2=C(C(=O)CC(C)(C)C2)C1c1ccc(N(C)C)cc1 (stereo not given) | -7 | 0.9 | -0.3 | 18
COC(=O)C1CCN(Cc2ccc3c(c2)CN(C(=O)[C@@H]2C[C@H]2c2ccccc2)CCO3)CC1 | 4 | 0.7 | -1.4 | 0
CN(C(=O)Cn1cccn1)C(Cc1ccccc1)C1CCN(C(=O)C2CCCO2)CC1 (stereo not given) | -2 | 0.0 | -1.3 | 11
Nc1cccc(-c2ncc(C(=O)NCCCN3CCCC3=O)s2)c1 | -17 | -0.1 | -1.2 | 1
COc1ccccc1NS(=O)(=O)c1ccc(Cl)cc1[N+](=O)[O-] | -2 | -0.1 | -0.8 | 12
O=C(CSc1nc2ccccc2c(=O)n1CC1CCC(C(=O)NCc2ccccc2Cl)CC1)Nc1cccc(C(F)(F)F)c1 (stereo not given) | -6 | -0.1 | 0.2 | -4
CCN(CC)CC(O)Cn1c(C)c(C)c2ccccc21 (stereo not given) | 11 | -0.2 | 1.0 | 7
COc1ccc(/C=C2/C(=N)N3N=C(C(F)(F)F)SC3=NC2=O)cc1OC | 2 | -0.2 | 2.2 | -2
COc1ccc(/C=C(/C#N)c2cccc(F)c2)c(OC)c1 | 43* | -0.2 | -0.9 | -3
Cc1ccc2nc(SCC(=O)NCc3ccccc3)[nH]c2c1 | -2 | -0.1 | -0.8 | -9
COc1ccccc1C1(NC(=O)C2CCCO2)CCCC1 (stereo not given) | -3 | 0.0 | -0.4 | -13
CCC(=O)NC(Nc1nc(C2CC2)cs1)(C(=O)OC)C(F)(F)F (stereo not given) | 0 | 0.2 | -0.8 | 1
Cc1ccc2nc(Nc3cccc(C(=O)Nc4ccc(O)cc4)c3)nc(-c3ccccc3)c2c1 | 50* | 0.3 | -0.1 | 15
COC(=O)CN1C(c2ccc(Br)cc2)=Nc2ccc(Br)cc2C1c1ccccc1 (stereo not given) | 6 | 0.1 | -0.3 | 22
CC(=O)c1ccc(N2CCN(C(=O)CSc3ccccc3C)CC2)cc1 | -3 | 0.0 | 0.5 | -4
COc1ccc(-c2nc3cc(Br)c(C)c(C)c3nc2-c2ccc(OC)cc2)cc1 | -1 | 0.0 | -0.3 | -11
CC(=O)c1cccc(-c2cccc(C(N)=O)c2)c1 | -6 | 0.1 | 4.8 | 0
COc1ccccc1S(=O)(=O)Cc1ccc(C(=O)NCC2CCCO2)o1 (stereo not given) | 12 | -0.1 | 0.1 | -1
O=C(N/N=C\c1ccc(F)cc1)c1cc2ccccc2o1 | -9 | -0.1 | 0.8 | 10
CCCC1=NN2C(=N)/C(=C/c3ccc(OCc4ccc(F)cc4)c(OC)c3)C(=O)N=C2S1 | -13 | -0.1 | -1.9 | 10
NC(=O)c1c(NC(=O)CCC(=O)O)sc2c1CCC2 | -7 | -0.1 | -0.4 | -13
S=C(NCc1ccc2c(c1)OCO2)Nc1ccc(Cl)cc1 | 8 | 0.1 | 2.9 | 14
CCOC(=O)N1CCN(C(=O)C2CCN(C/C(C)=C/c3ccccc3)CC2)CC1 | 2 | 0.1 | 6.6* | 58*
CCOc1ccc(C(=O)c2cc([N+](=O)[O-])ccc2N2CCOCC2)cc1 | 60* | -0.2 | 0.1 | 9
CCOC(=O)c1[nH]c2ccccc2c1NC=O | 10 | 1.9* | -1.2 | -4
